RTF Ca sens act = cardiac RTF calcium sensitization | P19429+P45379 | IANBD-labeled TnC RTF fluorescence at EC20 calcium; 0% EC20 calcium, 100% full calcium | activation, % at 7.2 µM | 340,000 compounds, 0.24% hits;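 active = activation above the mean over all tested compounds plus 3 SD, cut at about 30% in these data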;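 also: rise in fluorescence read as greater calcium sensitivity of cardiac thin filaments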
OPRM1-OPRD1 inv = inverse agonists of human mu-delta opioid receptor heterodimerization; AID 504357; 340,000 compounds, 0.21% hits; inhibition, % at 9.3 µM; cell-based MOR-DOR heterodimer luminescence, inverse agonism; P35372+P41143; in the data active = inhibition above about 22%, passing the limit was not always enough;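 also: 0% = cells with DMSO and 100% = wells without cells with DMSO; values of inactives mirror those of a sister screen read the other way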
Target sequence (P35372 whole entry, looked up): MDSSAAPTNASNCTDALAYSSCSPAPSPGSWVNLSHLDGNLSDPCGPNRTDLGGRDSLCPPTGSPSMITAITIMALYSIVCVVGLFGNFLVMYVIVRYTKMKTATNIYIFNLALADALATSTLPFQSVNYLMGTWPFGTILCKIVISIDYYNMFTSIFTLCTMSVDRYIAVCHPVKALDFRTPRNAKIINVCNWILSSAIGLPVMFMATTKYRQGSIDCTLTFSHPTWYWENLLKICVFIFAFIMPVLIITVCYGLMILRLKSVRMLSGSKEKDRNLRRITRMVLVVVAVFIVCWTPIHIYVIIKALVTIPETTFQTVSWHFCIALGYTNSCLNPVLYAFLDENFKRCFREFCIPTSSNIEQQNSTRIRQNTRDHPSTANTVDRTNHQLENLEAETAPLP
Target sequence (P41143 whole entry, looked up): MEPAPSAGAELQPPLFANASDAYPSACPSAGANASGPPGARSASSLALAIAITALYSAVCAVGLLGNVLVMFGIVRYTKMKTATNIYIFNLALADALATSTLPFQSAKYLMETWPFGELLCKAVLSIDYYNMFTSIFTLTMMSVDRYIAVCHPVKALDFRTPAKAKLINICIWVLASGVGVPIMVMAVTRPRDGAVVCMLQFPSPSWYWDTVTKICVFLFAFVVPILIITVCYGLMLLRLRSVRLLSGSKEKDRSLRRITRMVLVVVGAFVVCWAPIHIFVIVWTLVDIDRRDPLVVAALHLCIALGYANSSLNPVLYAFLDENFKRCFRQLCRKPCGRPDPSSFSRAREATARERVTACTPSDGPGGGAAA
Wnt act = activators of Wnt/beta-catenin signaling; Wnt/beta-catenin reporter cell assay, activator, plate reader; activation, % at 9.35 µM; 300,000 compounds, 1.2% hits; AID 743398; in the data active = activation above about 30%, passing the limit was not always enough;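 also: 0% = neutral control wells and 100% = positive control wells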
OPRM1-OPRD1 ag = OPRM1-OPRD1 heterodimerization agonism. cells, luminescence. activation, % at 9.3 µM. 340,000 compounds, 0.3% hits; in the data active = activation above about 18%;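 also: 0% = vehicle-treated cells and 100% = reference agonist; values of inactives mirror those of a sister screen read the other way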
RTF Ca sens inh = cardiac RTF calcium desensitization. inhibition, % at 7.15 µM. P19429+P45379. IANBD-labeled cardiac RTF, Ca2+ fluorescence. 340,000 compounds, 0.12% hits;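 active = inhibition above the mean inhibition of all tested compounds plus 3 SD, cut at about 17% in these data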;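 also: assay run at fixed EC70 calcium of 1.6 mM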
Keap1-Nrf2 PPI = inhibitors of human Keap1-Nrf2 protein-protein interaction; 340,000 compounds, 0.15% hits; Keap1 Kelch-Nrf2 peptide fluorescence polarization, 1536-well; inhibition, % at 9.4 µM; Q14145; in the data active = inhibition above about 12%;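 also: human Keap1 Kelch domain with fluorescein labeled Nrf2 9mer peptide probe; 0% = neutral control wells and 100% = peptide positive control; higher means more block of Keap1 binding to Nrf2 peptide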
Pemphigus Ab inh = human desmoglein-3 autoantibody binding inhibition; binding (percent of control), % at 10 µM; DSG3-coupled beads, scFv-anti-DSG3-GFP binding, flow cytometry; stronger effect = lower value; P32926; 310,000 compounds, 0.48% hits;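 active = binding more than 3 SD below its plate's average and above zero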;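 also: hits lower antibody fragment binding to DSG3; some compounds called inactive have numbers as strong as hits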
V-ATPase pH = yeast V-ATPase proton transport regulation by pHLuorin; S. cerevisiae, pHLuorin cytosolic pH fluorescence; response, % at 10 µM; 350,000 compounds, 0.37% hits; AID 504577; in the data active = response mostly above about 7.3%, no sharp cut-off; inactive = mostly below about 5.4%; also: actives read high; inactives centre near 0; some compounds called inactive have numbers as strong as hits; reference of the scale not given here
Arr AP2 block = inhibitors of human beta-arrestin and AP2 interaction. FITC-arrestin peptide / GST-AP2 beads, flow cytometry; AP2 beta2 appendage carries R879A mutation. inhibition, % at 10 µM. 340,000 compounds, 0.31% hits. AID 504490;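 active = inhibition above a set limit, near 3 SD of compounds lacking own fluorescence, cut at about 54% in these data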;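 also: plate controls were DMSO wells for no effect and 5 µM unlabelled arrestin peptide for full effect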
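System: GST-AP2 R879A glutathione beads | Also added: FITC-arrestin peptide, 50 nM | Times: 12 min plus 1 h, RT | Signal: Bead flow cytometry, FITC channel | Buffer or medium: PBS with 0.05% Tween 20 and 0.1% BSA | Read-out basis: Percent drop in bead-associated FITC signal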
C-LANA FP = blocks KSHV LANA C-terminal domain binding to DNA; MBP-C-LANA/FAM-LBS DNA binding, fluorescence polarization; inhibition, % at 9 µM; AID 504423; 340,000 compounds, 0.078% hits;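 active = highest replicate inhibition at or above 60% at 9 µM, even if other replicates fall short; inactive = all replicates below 60% inhibition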;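 also: 0% = neutral control wells and 100% = 4 µM acridine orange control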
The depositor's hits bear a star; x = no result given.

Below each SMILES: RTF Ca sens act | OPRM1-OPRD1 inv | Wnt act | OPRM1-OPRD1 ag | RTF Ca sens inh | Keap1-Nrf2 PPI | Pemphigus Ab inh | V-ATPase pH | Arr AP2 block | C-LANA FP
1) COc1cccc2c1O/C(=N\O)C(C(=O)Nc1cccc(C)c1C)C2 (centres undefined)
  2 | 4 | 0 | -1.0 | -17 | 4 | 97 | -3 | -4 | -3.9
2) COC(=O)c1ccc(-c2nc3cc(Cl)c(N)cc3s2)cc1
  -4 | -13 | x | 2.6 | -5 | -1 | 105 | -13 | -2 | 0.1
3) Cc1cc(NC(=O)CSc2ncc(C(=O)O)n2-c2ccc(F)cc2)no1
  0 | 10 | 1 | -2.7 | -3 | 0 | 107 | 2 | 14 | -0.7
4) Cc1ccc(S(=O)(=O)N2CCN(C(=O)c3ccc(S(=O)(=O)N4CCCC4)cc3)CC2)cc1
  -3 | 11 | -1 | -2.3 | 8 | 2 | 108 | 2 | 21 | 0.3
5) CC(NC(=O)COC(=O)C12CC3CC(CC(Br)(C3)C1)C2)c1ccccc1 (centres undefined)
  -1 | 4 | -2 | -0.9 | -6 | 4 | x | -2 | -17 | 0.7
6) COc1ccc(OC)c(-c2csc(NC(=O)COC(=O)c3ccc(NC(=O)CC#N)cc3)n2)c1
  -4 | 12 | x | -3.0 | 0 | -1 | x | -1 | 3 | 0.1
7) CCOC(=O)Cn1c(C)[n+](C)c2cc(Cl)c(Cl)cc21
  -3 | 13 | -2 | -2.6 | 2 | 4 | 101 | -1 | -14 | -0.9
8) Cc1cccc(-n2c(C)cc(/C=N\NC(=O)c3cccs3)c2C)c1
  -16 | 12 | 12 | -2.4 | -28 | 2 | 87 | 2 | -2 | -0.4
9) O=C(CSCc1ccc(C(=O)O)cc1)Nc1ccccc1
  3 | 11 | -2 | -2.2 | 2 | 1 | 98 | 0 | 12 | -0.1
10) Cn1cc(S(=O)(=O)N2CCOCC2)cc1C(=O)Nc1ccc(Cl)cc1
  2 | -7 | -3 | 1.3 | -1 | -5 | 102 | 1 | 10 | 1.0
11) CCOc1cc(C#N)c(NC(=O)c2ccco2)cc1OCC
  -1 | 22 | x | -4.3 | 1 | -1 | 98 | 0 | 25 | -0.1
12) O=C(O)CCC(=O)Nc1ccccc1C(=O)NCc1ccccc1
  6 | 7 | x | -1.6 | -13 | -2 | 102 | 3 | -6 | -1.1
13) CCN(CC(=O)NC1CCS(=O)(=O)C1)Cc1nc2c(Br)cc(Br)cc2c(=O)[nH]1 (centres undefined)
  0 | 3 | -2 | -0.5 | -8 | -3 | 102 | 1 | 28 | -0.1
14) COc1cccc(/C=N/NC(=O)c2ccoc2C)c1O
  -3 | 15 | 27 | -2.9 | 2 | 3 | 97 | 1 | 10 | -0.7
15) CC1(C)CC(=O)C2=C(C1)N(Cc1ccccc1)C(=O)C2(O)C(F)(F)F (centres undefined)
  6 | 11 | x | -2.0 | -1 | 3 | 105 | 17 | 31 | 0.3
16) CN(C)S(=O)(=O)c1ccc(NC(=O)CN2CCN(C(c3ccccc3)c3ccccc3)CC2)cc1
  -2 | 9 | x | -1.8 | -1 | 3 | 100 | 2 | 26 | -0.2
17) O=C(c1ccc(C(F)(F)F)cc1)C1CCCN(C(=O)CCn2cncn2)C1 (centres undefined)
  -4 | 15 | 3 | -3.0 | -9 | 0 | x | -4 | 39 | -0.2
18) COc1ccc(NC(C)(C)c2nnnn2-c2c(C)cccc2C)cc1
  4 | -7 | 2 | 1.4 | -8 | 0 | 119 | -7 | -5 | -6.7
19) O=C1c2ccccc2C(=O)C1(CO)c1ccccc1
  0 | 5 | 15 | -0.7 | 0 | 0 | 105 | 3 | -5 | 0.9
20) COc1ccccc1C(=O)COC(=O)Cc1ccccc1F
  -7 | 8 | 1 | -1.6 | 2 | -1 | 120 | -4 | 7 | -1.3

Compounds from the list above with an aryl methoxy group (5):
Below each SMILES: RTF Ca sens act | OPRM1-OPRD1 inv | Wnt act | OPRM1-OPRD1 ag | RTF Ca sens inh | Keap1-Nrf2 PPI | Pemphigus Ab inh | V-ATPase pH | Arr AP2 block | C-LANA FP
1) COc1cccc2c1O/C(=N\O)C(C(=O)Nc1cccc(C)c1C)C2 (centres undefined)
  2 | 4 | 0 | -1.0 | -17 | 4 | 97 | -3 | -4 | -3.9
6) COc1ccc(OC)c(-c2csc(NC(=O)COC(=O)c3ccc(NC(=O)CC#N)cc3)n2)c1
  -4 | 12 | x | -3.0 | 0 | -1 | x | -1 | 3 | 0.1
14) COc1cccc(/C=N/NC(=O)c2ccoc2C)c1O
  -3 | 15 | 27 | -2.9 | 2 | 3 | 97 | 1 | 10 | -0.7
18) COc1ccc(NC(C)(C)c2nnnn2-c2c(C)cccc2C)cc1
  4 | -7 | 2 | 1.4 | -8 | 0 | 119 | -7 | -5 | -6.7
20) COc1ccccc1C(=O)COC(=O)Cc1ccccc1F
  -7 | 8 | 1 | -1.6 | 2 | -1 | 120 | -4 | 7 | -1.3

2 compounds from above, showing only Pemphigus Ab inh:
| entry | mol | Pemphigus Ab inh |
| --- | --- | --- |
| 9 | O=C(CSCc1ccc(C(=O)O)cc1)Nc1ccccc1 | 98 |
| 10 | Cn1cc(S(=O)(=O)N2CCOCC2)cc1C(=O)Nc1ccc(Cl)cc1 | 102 |

Source: PubChem BioAssay
